ELG1 genotox = qHTS screen for small molecules that induce genotoxicity in human embryonic kidney (HEK293T) cells expressing luciferase-tagged ELG1. HEK293T ELG1-luciferase reporter, luminescence, 16 h. Potency, µM (highest dose often 46 µM), without a hit: top-dose activity change, positive = activation, actives largely listed as activators. 330,000 compounds, 1.3% hits. AID 504466, 2011; note: potency is the fitted concentration of half-maximal effect; % of control where 0% means no effect; nearly all actives have a fitted effect of over 60% in size
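Reporter readout depends on ELG1 protein level, which increases with genetic stress. After 16 hr compound exposure at 37 °C, luciferase activity was quantified using ONE-Glo.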
ELG1 DNA repair = qHTS screen for small molecules that inhibit ELG1-dependent DNA repair in human embryonic kidney (HEK293T) cells expressing luciferase-tagged ELG1; HEK293T ELG1-luciferase reporter, luminescence, 16 h; DNA damage induced by 5-fluorouridine; Potency, µM (doses to about 46.1 µM), for the others: top-dose activity change, negative = inhibition, actives largely listed as inhibitors; AID 504467, 2011; 330,000 compounds, 2.3% hits; note: potency is the fitted concentration of half-maximal effect; % is set by controls: 0 for no effect and ±100 for the full control effect; nearly all actives have a fitted effect of over 55% in size
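HEK293T cells expressing luciferase-tagged ELG1 (2,000/well) received 5-Fluorouridine plus compound or DMSO for 16 hr at 37 °C. Luciferase was read by ONE-Glo luminescence after 30 min at room temperature.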
BRCA1 expr act = qHTS Assay to Identify Small Molecule Activators of BRCA1 Expression. Potency, µM (doses to about 46.1 µM), inactives show at the top dose activation, hits mostly activators. MCF7-BRCA1-FFLuc reporter, luminescence, 48 h; response scale: scaled: vehicle 0%, 10 µM genistein 100%. AID 624202, 2012. 380,000 compounds, 1.1% hits; note: potency is the fitted concentration of half-maximal effect; nearly all actives have a fitted effect of over 80% in size; some results filed as inactive show a strong effect at the top dose
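48 h compound treatment of MCF7-BRCA1-FFLuc cells (phenol-red free MEM, 37 °C), then 15 min with luciferase substrate and luminescence imaging.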
NPC1 prom act = qHTS Assay for NPC1 Promoter Activators. Huh7 NPC1 promoter luciferase reporter, 24 h. AID 485313, 2010. Potency, µM (titrated, usually from 9.22 µM), inactives show top-dose activation, most hits filed as activators. 320,000 compounds, 2.4% hits;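 note: potency is the fitted concentration of half-maximal effect; % of control where 0% means no effect; nearly all actives have a fitted effect of over 60% in size; reporter is driven by a mutant NPC1 promoter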
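Luminescence read-out of NPC1 promoter-driven luciferase in stably transfected Huh7 cells; compounds delivered in DMSO and left 24 h at 37C, 5% CO2, qHTS titration format.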
FLuc counter = qHTS profiling assay for firefly luciferase inhibitor/activator using purifed enzyme and Km concentrations of substrates (counterscreen for miR-21 project) | AID 588342, 2011 | purified FLuc, Km substrates, luminescence inhibition | 360,000 compounds, 6.9% hits | Potency, µM (series often up to 57.5 µM), inactives show at the highest dose activity change, negative = inhibition, hits mostly inhibitors | Luciferin 4-monooxygenase (Photinus pyralis), P08659;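 note: potency is the fitted concentration of half-maximal effect; plate controls were vehicle for no effect and reference inhibitor for full effect; nearly all actives have a fitted effect of over 55% in size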
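Biochemical qHTS of compounds, final roughly 60 µM downward over six points, against 10 nM purified firefly luciferase using Km concentrations of substrates (10 uM D-luciferin, 10 uM ATP) in Tris acetate pH 7.5 buffer; luminescence output.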
RORgamma inh = qHTS for inhibitors of ROR gamma transcriptional activity; Nuclear receptor ROR-gamma (Mus musculus), P51450; Drosophila S2 Gal4-RORgamma UAS-luciferase reporter, 20 h; Potency, µM (titrated, usually from 53.6 µM), without a hit: at the top dose activity change, negative = inhibition, actives largely listed as inhibitors; 310,000 compounds, 5.4% hits; AID 2551, 2010; note: potency is the fitted concentration of half-maximal effect; % is set by controls: 0 for no effect and ±100 for the full control effect; nearly all actives have a fitted effect of over 60% in size
Target sequence (P51450 whole entry, looked up, the tested form may be a part): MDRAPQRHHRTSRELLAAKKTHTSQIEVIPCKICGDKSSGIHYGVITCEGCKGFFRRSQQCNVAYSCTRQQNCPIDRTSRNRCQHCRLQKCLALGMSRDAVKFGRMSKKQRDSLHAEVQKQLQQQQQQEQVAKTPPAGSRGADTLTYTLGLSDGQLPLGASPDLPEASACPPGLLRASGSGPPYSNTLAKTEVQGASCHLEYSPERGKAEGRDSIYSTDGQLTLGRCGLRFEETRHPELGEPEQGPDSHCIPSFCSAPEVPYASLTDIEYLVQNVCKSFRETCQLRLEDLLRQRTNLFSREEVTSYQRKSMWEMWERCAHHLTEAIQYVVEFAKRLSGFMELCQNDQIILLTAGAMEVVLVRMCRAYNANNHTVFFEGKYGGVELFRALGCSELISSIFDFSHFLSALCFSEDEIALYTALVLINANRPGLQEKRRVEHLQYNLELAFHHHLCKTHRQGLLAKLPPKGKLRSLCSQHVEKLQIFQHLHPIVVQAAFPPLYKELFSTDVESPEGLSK
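Drosophila Schneider cells stably carrying a metallothionein-driven Gal4 DBD–ROR gamma fusion and a UAS-Photinus luciferase reporter were exposed to compound for 1 hr, then induced with copper sulfate (700 uM final) for 20 hr at ambient temperature before luminescence reading.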
p53 reactivation = qHTS assay for re-activators of p53 using a Luc reporter; H1299 p53-A138V BP100-luciferase reporter, luminescence, 24 h; Potency, µM (top dose mostly 92.2 µM), without a hit: top-dose activity change, positive = activation, hits mostly activators; 320,000 compounds, 0.063% hits; AID 504706, 2011; note: potency is the fitted concentration of half-maximal effect; % of control where 0% means no effect; nearly all actives have a fitted effect of over 45% in size
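H1299 (p53-null), stable ts p53-A138V + BP100-Luc; 1000 cells/well, Opti-MEM/10% FBS; cpd 4 pt, 1:5; 24 h, 37 deg C, 5% CO2; detection reagent 10 min RT; luminescence.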
Tb PFK inh = qHTS Assay to Find Inhibitors of T. brucei phosphofructokinase; T. brucei PFK, ADP-Glo luminescence; Potency, µM (highest dose often 57.5 µM), for the others: top-dose activity, negative = inhibition, actives largely listed as inhibitors; 330,000 compounds, 0.17% hits; AID 485367, 2010;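 note: potency is the fitted concentration of half-maximal effect; 0% = uninhibited 1x PFK enzyme wells and -100% = no-enzyme wells; nearly all actives have a fitted effect of over 60% in size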
Target sequence (O15648 whole entry, looked up): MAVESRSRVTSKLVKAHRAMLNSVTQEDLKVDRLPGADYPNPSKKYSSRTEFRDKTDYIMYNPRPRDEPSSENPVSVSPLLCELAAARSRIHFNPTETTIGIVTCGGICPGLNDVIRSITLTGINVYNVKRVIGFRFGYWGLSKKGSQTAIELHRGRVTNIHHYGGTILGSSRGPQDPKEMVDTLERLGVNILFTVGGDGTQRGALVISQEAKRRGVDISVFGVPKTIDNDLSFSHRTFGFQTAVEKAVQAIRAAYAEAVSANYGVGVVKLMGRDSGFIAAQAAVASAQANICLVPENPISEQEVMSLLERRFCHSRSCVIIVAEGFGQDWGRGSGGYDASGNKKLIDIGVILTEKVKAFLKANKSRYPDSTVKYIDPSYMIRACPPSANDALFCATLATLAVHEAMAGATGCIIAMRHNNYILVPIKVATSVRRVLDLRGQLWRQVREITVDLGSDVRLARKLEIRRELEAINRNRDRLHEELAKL
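In TEA buffer at pH 8.0 with 5 mM MgCl2, enzyme (1.25 nM) converted F6P (0.5 mM) and ATP (0.1 mM) for 45 min at room temperature. ADP product was read by luciferase luminescence.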
Rab9 prom act = qHTS Assay for Rab9 Promoter Activators | Potency, µM (highest dose often 9.22 µM), for inactives: at the top dose activation, negative = inhibition, usual class: activators | Huh7 Rab9 promoter-luciferase reporter, luminescence, 24 h | 320,000 compounds, 2.8% hits; note: potency is the fitted concentration of half-maximal effect; % of control where 0% means no effect; nearly all actives have a fitted effect of over 60% in size
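Luciferase signal after 10 min detection reagent at ambient indicates Rab9 promoter upregulation; stably transfected Huh7 cells were treated 24 h with compound in DMSO at 37 °C, 5% CO2.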
TRPV1 agonist = HTS Assay for Compounds that Act as Agonists of the Vanilloid Receptor 1; Transient receptor potential cation channel subfamily V member 1 (Homo sapiens), Q8NER1; 320,000 compounds, 0.19% hits; AID 540275, 2011; TRPV1-expressing cells, Fluo-8 calcium influx, agonist mode; activation, % at 8.33 µM; in the data active = activation above about 80%; inconclusive = between about 30% and that limit; note: 0% is about no effect
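Cells expressing TRPV1 were dye-loaded with Fluo-8 and read kinetically: 10 s baseline, 3 min after compound (agonist portion), then 2 min after EC20 capsaicin (allosteric enhancer portion). Calcium-bound dye fluorescence at 480/520 nm.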
Gal4-VP16 FLuc = VP16 counterscreen qHTS for inhibitors of ROR gamma transcriptional activity; AID 2546, 2010; Potency, µM (series often up to 53.6 µM), for inactives: at the highest dose activity, negative = inhibition, most hits filed as inhibitors; Drosophila S2 Gal4-VP16 UAS-luciferase, luminescence, 20 h; 310,000 compounds, 3.5% hits;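 note: Gal4-VP16 expression switched on by copper sulfate through the metallothionein promoter; potency is the fitted concentration of half-maximal effect; % is set by controls: 0 for no effect and ±100 for the full control effect; nearly all actives have a fitted effect of over 50% in size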
Starred values were filed as active, the others as inactive; ? = inconclusive; / = not tested or not shown; [ ] = dose if it differs, or a comment. Unless noted, calls come from the whole dose curve; as a rule, active = well fitted curve in the direction sought with a large enough effect; inconclusive = small, poorly fitted or top-dose-only effect, or another doubt; inactive = no such curve, though single readings can be large; an effect the other way counts as inactive or inconclusive.

Values run as follows: ELG1 genotox	ELG1 DNA repair	BRCA1 expr act	NPC1 prom act	FLuc counter	RORgamma inh	p53 reactivation	Tb PFK inh	Rab9 prom act	TRPV1 agonist	Gal4-VP16 FLuc
CCOC(=O)N1CCN(C(=O)CN(C)S(=O)(=O)c2ccc(OCC)cc2)CC1
→ 0.3%	7.8%	-30.5%	-0.8%	3.2%	12.4%	1.4%	-2.3%	1.1%	-0.3	0.4%
CCOc1ccccc1-n1c(SCC(=O)NC(C)CC)nnc1-c1ccoc1C (stereo not given)
→ -7.0%	-2.1%	-19.4%	1.2%	-0.7%	-13.2%[0.365 µM]	-1.0%	-11.6%	1.1%	7.4	/
CCc1cc(=O)oc2cc(C)cc(OC(C)C(=O)NCCCN3CCOCC3)c12 (stereo not given)
→ 3.7%	5.0%	11.5%	-3.0%	0.7%	-23.3%	2.6%	-2.0%	-1.4%	0.4	-2.4%
COc1ccc(C2=CC(=O)C[C@H](c3ccc4c(c3)OCO4)C2)cc1
→ 2.7%	?	3.0%	1.7%	-18.7%	/	?	2.3%	2.5%	29.0	/
C/C(=N/NC(=O)CNS(=O)(=O)c1ccc(C)cc1)c1cccc([N+](=O)[O-])c1
→ 2.4%	5.8%	-8.1%	-0.2%	-2.0%	-4.3%	1.9%	-11.6%	-0.5%	0.8	9.2%
O=C(Nc1ccc(NC(=O)c2ccc([N+](=O)[O-])o2)cc1Cl)c1ccco1
→ -4.8%	-2.1%	-65.6%	-17.3%	0.9%	-3.6%	-12.7%	0.4%	-11.6%	3.6	1.8%
COc1c(C)cc(C(=O)C2CCCN(C(=O)c3cccc(F)c3)C2)cc1C (stereo not given)
→ -3.6%	?	-13.0%	0.6%	6.6%	43.6%	-3.9%	1.1%	0.9%	14.8	-1.4%
COc1ccccc1CN1CCCC(N2CCN(c3ccc(F)cc3)CC2)C1 (stereo not given)
→ -5.1%	-10.9%	-42.3%	-1.8%	0.9%	-2.0%	?	-3.5%	-2.0%	3.8	-3.5%
Cc1ccccc1OCC(=O)NNC(=O)CCN1C(=O)c2ccccc2C1=O
→ 2.7%	-14.0%	-15.2%	-2.8%	6.2%	-7.2%	10.4%	-0.4%	-8.9%	-6.6	-9.7%
CC(=O)Nc1ccc(S(=O)(=O)NC(C)C(=O)NCC(c2ccco2)N(C)C)cc1 (stereo not given)
→ -0.1%	-1.9%	-1.7%	-0.3%	1.2%	/	17.5%	2.5%	2.0%	1.2	/
COc1cccc(NC(=O)CN(C)C(=O)c2cc(-c3ccccc3)nc3ccccc23)c1
→ -4.0%	?	-52.2%	-2.5%	5.8%	/	-8.9%	-0.8%	-5.3%	?	/
COc1ccccc1NC(=O)CSc1nc2n[nH]c(C)c2c(=N)n1-c1ccccc1Cl
→ -6.7%	?	-108.0%[inhibitor]	-6.4%	0.2%	?	-2.4%	1.7%	-0.6%	-0.1	-6.7%
COc1cc(C#N)c(NC(=S)N2CCOCC2)cc1OC
→ 2.8%	21.1%	/	-3.6%	-5.3%	21.2%	13.5%	-6.3%	-1.5%	-0.2	-3.1%
O=C(CCc1nnc(CCCc2ccccc2)o1)NCCc1ccco1
→ ?	?	?	15.8%	?	6.5%	9.1%	0.2%	25.0%	3.7	-6.1%
Cc1ccc(-n2nnnc2C(Cl)(Cl)c2nnnn2-c2ccc(C)cc2)cc1
→ -1.7%	1.7%	-0.3%	-2.2%	?	17.8µM*	1.7%	-16.9%	-7.5%	24.2	7.08µM*
Cc1ccc(CNC(=O)COC(=O)CCOc2ccc(C)cc2)cc1
→ -0.9%	12.9%	-0.6%	-3.3%	?	/	14.3%	3.6%	-8.6%	17.1	/
COCC1CCN(Cc2nc(-c3ccc(OC)cc3)no2)CC1
→ -1.8%	5.0%	-0.9%	-2.7%	-8.7%	2.1%	6.0%	3.4%	22.8%	-0.8	2.1%
O=C(O)C1C2CC3C(OC(=O)C31)C2Cl (stereo not given)
→ 0.2%	1.4%	-3.3%	0.3%	-1.1%	-5.4%	4.9%	-2.6%	-1.9%	2.1	0.7%
Nc1nnc(CCC2CCCCC2)s1
→ 0.0%	1.5%	11.5%	8.3%	0.5%	2.1%	-3.3%	-4.6%	-9.7%	0.4	2.9%
O=C(CNCc1cccs1)Nc1ccc(S(=O)(=O)N2CCCCC2)cc1
→ -0.5%	-7.8%	0.7%	-2.2%	2.6%	1.5%	-0.9%	5.7%	9.8%	?	-4.0%
Cc1ccc(C(=O)CSc2nnc(-c3ccc4[nH]c(C)c(C)c4c3)o2)cc1C
→ 1.8%	6.7%	-12.8%	0.7%	5.3%	8.6%	-5.0%	-1.3%	3.7%	-4.7	-3.4%
COc1ccc(N2C(=O)C3ON(C4SC(=S)N(C)C4(C)C)C(c4ccc(Cl)cc4)C3C2=O)cc1 (stereo not given)
→ 1.9%	3.1%	-34.3%	0.2%	4.9%	0.4%	-7.4%	0.4%	-0.4%	-1.0	-1.5%
O=C(c1ccc2c(=O)n3c(nc2c1)CCCCC3)N1CCc2ccccc21
→ 12.2%	?	?	11.8%	?	0.2%	11.5%	0.6%	19.1%	4.0	12.7%
O=C(NCC(c1cccs1)N1CCOCC1)c1cc2ccccc2oc1=O (stereo not given)
→ -1.7%	?	-22.3%	/	/	/	3.9%	6.1%	/	/	/
CCc1ccc(OCCCC(=O)NCc2ccccc2)cc1
→ 2.2%	-5.2%	-41.7%	-2.2%	-16.4%	?	-5.3%	-5.0%	0.1%	83.4*	-5.5%
Cc1ccc(-n2c(SCC(=O)Nc3cc(C)on3)nc3c([nH]c4ccccc43)c2=O)cc1
→ -6.2%	-13.7%	0.0%	-4.3%	3.3%	17.2%	8.1%	-5.2%	0.5%	18.1	1.2%
CCNC(=O)c1cccc(NC(=O)CN2C(=O)NC3(CCCCC3)C2=O)c1
→ -1.1%	4.4%	-23.7%	-0.6%	2.4%	/	-2.4%	12.0%	0.0%	-3.8	/
COc1ccccc1N1CCN(C(=O)CC(NC(=O)c2ccccc2Cl)c2ccccc2)CC1 (stereo not given)
→ -1.8%	-6.5%	-25.8%	-3.3%	5.5%	/	-7.4%	-1.9%	-1.1%	0.9	/
Cc1ccc2c(c1)[C@H]1[C@H](CO2)[C@H](c2ccccc2)[C@]2(C)C(=O)Nc3ccc(Cl)cc3C(=O)N12
→ -1.6%	?	-70.7%	/	/	/	0.4%	3.9%	/	/	/
Cc1ccc(N=C2NC(=O)/C(=C/C=C/c3ccco3)S2)cc1C
→ 6.2%	-1.8%	-29.0%	-3.0%	?	-26.3%	11.1%	-22.0%	10.5%	14.3	?
COc1ccccc1CN1C[C@@H]2C[C@@H](c3[nH]c4c(C)cccc4c3C)N3CCC[C@@]23C1=O
→ -5.1%	?	-45.5%	-4.3%	-1.3%	3.4%	10.4%	6.0%	-0.3%	0.4	11.1%
Cc1ccc2sc(N(CCCN(C)C)C(=O)CN3C(=O)c4ccccc4C3=O)nc2c1C
→ -2.6%	?	-0.7%	-0.8%	1.9%	?	7.3%	-1.3%	-9.6%	4.1	2.3%
Cn1nc(-c2ccc(C(=O)N3CCN(Cc4ccccc4)CC3)cc2)c2ccccc2c1=O
→ -4.0%	?	16.5%[1.84 µM]	-4.0%	3.1%	-17.0%	-0.7%	-4.7%	-12.4%	0.3	-11.2%
COc1ccc(N2CCN(C(CNC(=O)C(=O)NCCCO)c3ccco3)CC2)cc1 (stereo not given)
→ 2.7%	-2.8%	-1.5%	-0.9%	-1.6%	-4.2%	-0.8%	-0.4%	5.4%	-0.7	-3.9%
CC1Cc2nc(SCC(=O)Nc3nc4ccccc4s3)n(C)c(=O)c2S1 (stereo not given)
→ -15.5%	?	-30.2%	7.5%	4.0%	?	-6.5%	-4.0%	-6.7%	-6.3	-18.0%
